# Screening results (PubChem)
# Yfh1-depleted yeast: mitochondrial function rescue without frataxin homolog – Friedreich's ataxia, plus single-dose screen, dose response (AID 1465); hit rate 0.074% among 220,000; one-dose fold induction at 50 µM; EC50 in µM for titrated hits; S. cerevisiae Yfh1-off respiration, WST-1 reduction, 72 h; higher fold induction means a stronger effect;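 active = fold induction of absorbance versus untreated yeast above a set limit, then at least 30% activation at any dose in follow-up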;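 also: activators that raise dye reduction in frataxin-depleted yeast; strong numbers were not always called active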
# NTR1 agonist: agonists of NTR1, primary screen, imaging, U2OS cells, beta-arrestin-GFP, high content (AID 493036) | NTR1-U2OS beta-arrestin-GFP spot imaging, agonist mode | activation, % at 20 µM | P30989 | hit rate 0.17% among 330,000;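 active = activation at or above 40% of the spot to cytoplasm intensity ratio, with at least 20 cells analyzed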;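 also: 0% = DMSO without peptide and 100% = 100 nM NTR1 peptide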
# Target sequence (P30989 whole entry, looked up): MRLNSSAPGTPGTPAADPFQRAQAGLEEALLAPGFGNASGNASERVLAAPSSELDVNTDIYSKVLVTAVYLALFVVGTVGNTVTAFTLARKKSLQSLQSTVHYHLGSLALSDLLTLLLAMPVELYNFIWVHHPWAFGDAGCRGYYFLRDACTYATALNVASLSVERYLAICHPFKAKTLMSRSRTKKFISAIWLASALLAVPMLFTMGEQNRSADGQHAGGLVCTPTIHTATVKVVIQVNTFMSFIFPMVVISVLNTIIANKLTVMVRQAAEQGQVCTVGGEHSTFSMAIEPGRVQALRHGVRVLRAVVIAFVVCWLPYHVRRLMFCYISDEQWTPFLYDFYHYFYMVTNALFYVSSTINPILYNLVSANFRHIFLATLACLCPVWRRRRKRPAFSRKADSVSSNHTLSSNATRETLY
# NTR1 agonist cell count 20 µM: further read-out of NTR1 agonist, marked with its call; cell count; measured here: cell count, cytotoxicity flag
# Active calls of the source: *; i = inactive; · = not tested or not shown. An excerpt (hit frequency here may not be typical).
SMILES,Yfh1-depleted yeast,NTR1 agonist,NTR1 agonist cell count 20 µM
Cc1ccc(Sc2ncccc2C(=O)NCC(c2ccc(F)cc2)N2CCOCC2)c(C)c1 (stereo unspecified),·,-1.0,58
CC(=O)Nc1ccc(C(=O)COC(=O)CN2C(=O)NC3(CCCCC3C)C2=O)cc1 (stereo unspecified),·,-1.1,57
COc1cc2c(cc1OC)C(=O)N1[C@H]3c4cc(C)ccc4OC[C@@H]3[C@H](c3ccccc3)[C@]1(C)C(=O)N2,·,13,43
[O-][n+]1c2ccccc2cc2ccccc21,·,-1.7,97
CCc1ccc([C@@H]2CC=C(C(=O)O)[C@H](c3ccccc3)N2S(=O)(=O)c2ccc(C)cc2)cc1,·,2.4,83
Cc1cnc(C(=O)OC(C)C(=O)NC2CCCc3ccccc32)cn1 (stereo unspecified),·,-0.1,61
C=CCC[C@H](Cc1ccc(F)cc1)C(=O)OC[C@@H](Cc1c[nH]c2ccccc12)NC(=O)[C@@H](CC=C)CC(=O)N[C@H](CO)Cc1ccccc1,·,6.3,66
COc1ccc(C(=O)NC(C(=O)OCC(=O)Nc2sccc2C(N)=O)C(C)C)cc1 (stereo unspecified),·,-0.8,56
CCOc1ccccc1NC(=O)c1ccc(S(=O)(=O)N(C)c2ccccc2)cc1,·,-0.5,51
COc1ccc(S(=O)(=O)N2CCOCC2)cc1C(=O)N(C)Cc1ccco1,·,-0.8,48
COc1ccc(NC(=O)CCc2ccccc2)cc1S(=O)(=O)N1CCCCC1,·,-1.7,58
N#Cc1ccc(C(=O)NN2C(=O)NC3(CCCCC3)C2=O)cc1,·,0.0,60
COc1ccc(-c2ccc(-c3cc(=O)oc4c(C(C)C)ccc(C)c34)cc2)cc1,·,2.4,46
O=C(CSc1nccn(-c2ccc(Br)cc2)c1=O)NCc1ccccc1,·,0.8,58
O=C(NNC(=O)C1CCC1)c1ccc(Br)cc1,·,0.6,48
CN(C(=O)COc1ccc(-c2nnco2)cc1)C1CCS(=O)(=O)C1 (stereo unspecified),·,1.5,54
C#CCOCCOCCOCCNc1nc(N2CCN(C(=O)CCCCCCCCCCNC(=O)Cn3cc(CCCCCN)nn3)CC2)nc(N2CCN(C(=O)CCCCCCCCCCNC(=O)Cn3cc(C[C@@H](C)O)nn3)CC2)n1,·,1.0,121
O=C(Nc1ccc(Cl)c(S(=O)(=O)N2CCOCC2)c1)c1cc2ccccc2oc1=O,·,15,75
C=C1C[C@H](O)[C@@H]2[C@H](OC(=O)[C@H]2C)[C@H]2[C@H](C)[C@@H](O)C[C@@H]12,·,0.8,49
COc1ccc(N2CCN(C(=O)COC(=O)COc3ccc(C#N)cc3)CC2)cc1,·,0.3,67
COc1ccc(OCCC(=O)OCC(=O)NC2CCCCC2)cc1,·,0.1,70
CCOC(=O)c1c(C)[nH]c(C)c1C(=O)COC(=O)Cc1n[nH]c(=O)c2ccccc12,·,-2.0,65
CCOc1ccc(NC(=O)CN(C)C(=O)C2CC(=O)N(CCc3ccccc3)C2)cc1OCC (stereo unspecified),·,0.8,55
COc1ccc(NC(=O)COC(=O)CO/N=C(\C)c2ccc3c(c2)OCO3)cc1S(N)(=O)=O,·,-1.8,55
CC(CNC(=O)Cn1cnc2c(OCc3ccccc3)ncnc21)c1ccccc1 (stereo unspecified),·,-0.5,37
COc1cc(C(=O)N2CCN(c3ccccc3O)CC2)ccc1OCC(=O)N1CCOCC1,·,1.1,62
COC(=O)[C@]1(Cc2ccccc2)N[C@H](CN(C)S(=O)(=O)c2ccc(OC)cc2)[C@@H]2C(=O)N(C)C(=O)[C@@H]21,·,1.5,52
CCCCN(C(=O)C1CC1)C1CCS(=O)(=O)C1 (stereo unspecified),·,-1.4,61
CCN(CC(=O)Nc1ccccc1OC)C(=O)c1ccccc1Sc1ccccc1C#N,·,-0.3,58
COc1cccc(N2CCN(C(=O)c3cc(-c4ccccc4)nc4c3cnn4C(C)C)CC2)c1,·,1.9,67
O=C(CCNC(=O)c1ccc(Br)cc1)NNC(=O)C1COc2ccccc2O1 (stereo unspecified),·,-0.9,59
COc1ccc(N2CCN(C(=O)COC(=O)CCc3ccccc3)CC2)cc1,·,0.2,64
N#Cc1cc2nc(O)c(O)nc2cc1[N+](=O)[O-],·,-0.9,53
C[C@H]1COC(=O)[C@@H](Cc2ccc(F)cc2)C/C=C\C[C@@H](CC(=O)NCCO)C(=O)N1,·,-0.3,51
O=C(COc1ccccc1F)Nc1ccc2c(c1)CCC2,·,4.0,55
Cc1cccc(OCCNC(=O)c2ccc(Cl)c(S(=O)(=O)NCc3cccnc3)c2)c1,·,-1.6,67

# The last 2 compounds of the part before lead into the next.
SMILES,Yfh1-depleted yeast,NTR1 agonist,NTR1 agonist cell count 20 µM
O=C(COc1ccccc1F)Nc1ccc2c(c1)CCC2,·,4.0,55
Cc1cccc(OCCNC(=O)c2ccc(Cl)c(S(=O)(=O)NCc3cccnc3)c2)c1,·,-1.6,67
O=C(Nc1ccccn1)C1CCN(C(=O)Nc2ccccc2)CC1,·,0.7,54
O=C(Cn1cc(C(F)(F)F)ccc1=O)NC1CCCC1,·,-0.2,55
O=C(CN1CCN(S(=O)(=O)c2ccc3c(c2)OCCO3)CC1)Nc1cccc(F)c1,·,-1.6,69
C[C@@]12CCC3[C@@](CCC4[C@@]3(C)CCC[C@@]4(C)C(=O)N3CCCCC3)(CC1=O)C2 (stereo partly specified),·,7.7,52
CNC(=O)c1ccsc1NC(=O)C1CCN(S(=O)(=O)c2cccs2)CC1,·,2.5,42
CC1=CC(=O)O[C@@H]1[C@@]1(C)C[C@H]2OC(=O)C[C@H]3[C@@H](C)C(=O)C(O)=C1[C@@]23CO,·,-1.5,91
CCc1noc(C)c1C(=O)N1CCN(c2cccc(C)c2C)CC1,·,2.5,55
Cc1ccc(S(=O)(=O)N2CCOCC2)cc1NC(=O)CN1C(=O)NC2(CCCC2)C1=O,·,-0.4,44
CCN(CC(=O)NCc1ccc(Cl)cc1)C(=O)CSc1ccc(F)cc1,·,0.6,70
Cc1ccccc1C(=O)N1CCC(C(=O)N(CC(C)C)c2c(N)n(CC(C)C)c(=O)[nH]c2=O)CC1,·,0.5,66
CC(Oc1ccc(Cl)cc1Cl)C(=O)NNC(=O)c1ccncc1 (stereo unspecified),·,-1.0,64
CC(C)(C)N(Cc1ccccc1)C(=O)COC(=O)C1=NN(c2ccccc2)C(=O)CC1,·,1.1,48
CCOc1ccc(S(=O)(=O)N2CCCCC2)cc1NS(=O)(=O)c1cccs1,·,-0.9,85
CN(CCOc1ccccc1)C(=O)c1cc(-c2ccco2)nc2ccccc12,·,0.0,36
N#Cc1cccc(OC(=O)c2ccc3c(=O)n4c(nc3c2)CCC4)c1,·,0.2,59
Cc1ccc(N(C)S(=O)(=O)c2cccc(C(=O)Nc3ccc(C)cn3)c2)cc1,·,0.8,73
CC1CCCCC12NC(=O)N(CC(=O)OCC(=O)NC(=O)c1ccccc1)C2=O (stereo unspecified),·,-1.0,44
O=C(COc1ccc(F)cc1)NNC(=O)Cn1ccc(C(F)(F)F)n1,·,0.6,53
CN(CC(=O)Nc1cccc(F)c1)C(=O)c1cccc(-n2cccc2)c1,·,-0.6,46
O=C(COC(=O)c1ccc2c(c1)OCCO2)NCc1ccccc1Cl,·,1.2,54
COc1ccc(Cc2nnc(SCC(=O)Nc3cc(Cl)ccc3OC)[nH]c2=O)cc1,·,-0.4,62
Cc1cc(Cl)ccc1NC(=O)CSc1n[nH]c(N)n1,·,-0.8,70
CCCOc1ccc(C(=O)OCCN2CCCCC2)c(O)c1,·,0.2,75
CCOc1ncccc1C(=O)OCC(=O)NCc1ccc(C(=O)OC)cc1,·,1.7,53
CN(CC(=O)Nc1cccc(S(=O)(=O)N2CCCCC2)c1)Cc1ccc(F)cc1,·,0.8,49
CCN(C(=O)CSc1nnc(C2CC2)n1-c1ccccc1)C1CCS(=O)(=O)C1 (stereo unspecified),·,-0.4,49
CCSc1nnc(NC(=O)CCNC(=O)c2ccccc2Cl)s1,·,0.3,46
O=C(CCNC(=O)c1ccc(Br)cc1)NNC(=O)c1ccccc1,·,0.0,49
Cc1ccc(N2CC(C(=O)NCc3n[nH]c(=O)c4ccccc34)CC2=O)cc1C (stereo unspecified),·,-0.4,58
CCC(NC(=O)C(C)NC)C(=O)N1CCCC1C(=O)NC1CCCc2ccccc21 (stereo unspecified),·,1.9,51
O=C(CCc1ccc(S(=O)(=O)N2CCOCC2)cc1)Nc1ccc(F)cc1[N+](=O)[O-],·,0.9,64
Cc1cc(NC(=O)CN2C(=O)NC(CC(C)C)C2=O)no1 (stereo unspecified),·,-2.1,53
O=C(NCC(=O)N1CCCCCCC1)c1cccc([N+](=O)[O-])c1,·,2.8,43
O=C(CSc1nnc(C2CC2)n1C1CC1)c1cc(F)ccc1F,·,0.9,59
O=C(OCC(=O)N1CCN(S(=O)(=O)c2ccc(Cl)cc2)CC1)C1CCC1,·,1.5,53
COc1ccc(S(=O)(=O)N2CCOCC2)cc1C(=O)N(C)Cc1ccccc1F,·,4.7,59

# Quoted at random: 5 compounds from above, in no set order.
SMILES,Yfh1-depleted yeast,NTR1 agonist,NTR1 agonist cell count 20 µM
CCN(C(=O)CSc1nnc(C2CC2)n1-c1ccccc1)C1CCS(=O)(=O)C1 (stereo unspecified),·,-0.4,49
CCSc1nnc(NC(=O)CCNC(=O)c2ccccc2Cl)s1,·,0.3,46
O=C(CCc1ccc(S(=O)(=O)N2CCOCC2)cc1)Nc1ccc(F)cc1[N+](=O)[O-],·,0.9,64
O=C(CCNC(=O)c1ccc(Br)cc1)NNC(=O)c1ccccc1,·,0.0,49
CCC(NC(=O)C(C)NC)C(=O)N1CCCC1C(=O)NC1CCCc2ccccc21 (stereo unspecified),·,1.9,51

# (cont.)
SMILES,Yfh1-depleted yeast,NTR1 agonist,NTR1 agonist cell count 20 µM
C[C@H](CO)N1C[C@H](C)[C@@H](CN(C)S(=O)(=O)c2cccs2)Oc2c(NC(=O)NC3CCCCC3)cccc2C1=O,·,8.3,66
CSc1ccccc1NC(=O)COC(=O)c1cnc(C)cn1,·,2.8,49
C[C@@H]1CN([C@@H](C)CO)C(=O)c2cccc(NC(=O)C3CCOCC3)c2O[C@H]1CN(C)S(=O)(=O)c1ccc(Cl)cc1,·,1.1,44
CCN1C(=O)/C(=C2\C=Cc3ccccc3N2CC)OC1=S,i,3.0,50
Cc1sc(NC(=S)NC(=O)c2ccccc2)c(C#N)c1C,i,1.2,136
NC(=O)C1(N2CCCCC2)CCN(C(=O)CSc2nc3ccccc3o2)CC1,i,-0.7,71
Cc1cc(C)c(C2=CC(c3ccccc3)n3ncnc3N2)cc1C (stereo unspecified),i,-0.1,84
CC1(C)c2[nH]c3ccccc3c2C[C@H]2C(=O)N(Cc3cccc(F)c3)C(=O)N21,i,4.9,77
Cn1nc(-c2ccccc2F)c2cc(C(=O)N3CCN(C(=O)c4ccco4)CC3)sc21,i,1.7,72
COC(C[C@@H]1O[C@H]1C(=O)[C@@H](C)OCc1ccccc1)OC,i,0.4,63
O=S1(=O)CCOC[C@H](Cc2ccccc2)N1Cc1cccc(C(F)(F)F)c1,i,3.9,100
CCCC[C@@H]1CN=C(N)N1CCc1cccc(F)c1,i,0.6,79
CNC(C)C#Cc1ccc2c(=O)c3ccccc3oc2c1 (stereo unspecified),i,5.4,95
CCC1(CC)C(=O)C2=C3C1[C@H](C(=O)OC)CC(C(=O)OC)C[C@H]3n1c(=O)n(C)c(=O)n1[C@H]2C (stereo partly specified),i,2.1,54
COc1ccccc1C/C(N)=N/OC(=O)COc1ccc(C)cc1C,i,3.8,42
CCC1=CC(c2ccccc2)n2ncnc2N1 (stereo unspecified),i,1.1,91
CCCCN1C(=O)C(=O)NC[C@@H]1CCCCN,i,0.0,58
COC(C/C=C\C(=O)[C@H](C)OCc1ccccc1)OC,i,0.4,80
Nc1nc(CSc2nnnn2-c2ccc(F)c(Cl)c2)nc(N2CCOCC2)n1,i,1.5,45
CCN1CCN(CC(=O)Nc2cccc(C)c2)C(=O)C1=O,i,1.5,56
O=C(NCc1nc2ccccc2[nH]1)C1=C[C@@H](c2ccc(C(F)(F)F)cc2)C[C@@H](OCc2ccc(CO)cc2)O1,i,2.6,87
CCOC(=O)C1=C(C)N=C2SCCC(=O)N2C1c1cc(Br)ccc1OC (stereo unspecified),i,1.8,44
O=C1C=C(c2ccccc2)CC(c2ccc(F)cc2)C1 (stereo unspecified),i,1.1,82
CC(C)(O)[C@@H]1[C@@H]2C[C@@]3(CC[C@]4(C)C(CCC5[C@@]6(C)CC[C@H](O)C(C)(C)C6CC[C@]54C)[C@@H]13)C(=O)O2 (stereo partly specified),i,-2.1,86

# Full records, looked up by structure.
# O=C1C=C(c2ccccc2)CC(c2ccc(F)cc2)C1 (stereo unspecified) as listed: Yfh1-depleted yeast: i; NTR1 agonist: 1.1; NTR1 agonist cell count 20 µM: 82
# CCC1=CC(c2ccccc2)n2ncnc2N1 (stereo unspecified) as listed: Yfh1-depleted yeast: i; NTR1 agonist: 1.1; NTR1 agonist cell count 20 µM: 91

# Next structures.
SMILES,Yfh1-depleted yeast,NTR1 agonist,NTR1 agonist cell count 20 µM
CCOC(=O)Cc1csc(NC(=O)CSc2nnc(-c3ccncc3)n2Cc2ccco2)n1,i,0.2,67
COc1cccc(OC)c1OCCNCC1COc2ccccc2O1 (stereo unspecified),i,-1.1,67
COc1ccccc1CN1C(=O)[C@H]2Cc3c([nH]c4ccccc34)C(C)(C)N2C1=O,i,0.5,98
CCN1C(=O)N[C@@H](c2ccccc2)C(C(=O)OC)=C1C,i,-4.8,69
CCn1c(=O)c2ccccc2n2c(SCC(=O)N3CCCc4ccccc43)nnc12,i,-1.2,78
CC(C)CCNC(=O)C1CC2Cn3c(nc4cc(Cl)c(Cl)cc43)C2N1C (stereo unspecified),i,5.2,48
